VP16 counter = Gal4-VP16 reporter inhibition counter-screen | 3.5% of 310,000 active | AID 2546 | Drosophila S2 Gal4-VP16 UAS-luciferase, luminescence, 20 h | Potency, µM (highest dose often 53.6 µM), without a hit: top-dose activity, negative = inhibition, usual class: inhibitors;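 also: Gal4-VP16 expression switched on by copper sulfate through the metallothionein promoter; potency is read from the fitted curve at half-maximal effect; % is scaled to controls: 0 for no effect and ±100 for the full control effect; nearly all actives have a fitted effect of over 50% in size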
RORgamma inh = ROR gamma (mouse) transcription inhibition. Potency, µM (series often up to 53.6 µM), for the others: top-dose activity change, negative = inhibition, hits mostly inhibitors. 5.4% of 310,000 active. AID 2551. P51450. Drosophila S2 Gal4-RORgamma UAS-luciferase reporter, 20 h; also: potency is read from the fitted curve at half-maximal effect; % is scaled to controls: 0 for no effect and ±100 for the full control effect; nearly all actives have a fitted effect of over 60% in size
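Read-out: Photinus luciferase luminescence; inhibitors lower reporter signal. Insect Schneider cells with Gal4-ROR gamma fusion under metallothionein promoter, UAS reporter; 700 uM final copper sulfate induction, 20 hr, ambient temperature.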
Menin-MLL TR inh = inhibitors of human menin-MLL interaction, mutant MLL peptide. AID 1768. O00255. 0.23% of 270,000 active. Menin + Texas Red MLL mutant peptide, fluorescence polarization. Potency, µM (highest dose often 61.6 µM), inactives show at the top dose FP activity change, negative = inhibition, hits mostly inhibitors; active = well fitted inhibition curve with a large enough effect in the polarisation, with a control signal flat, not every such curve was filed as active; inconclusive = small, poorly fitted or top-dose-only effect, or effect the other way, or a change in a side signal; inactive = no such curve, though single readings can be large or run the other way; the % refers to the polarisation; also: potency is read from the fitted curve at half-maximal effect; % of control where 0% means no effect; many of its hits are not listed in these tables
BRCA1 expr up = increases BRCA1 expression. MCF7-BRCA1-FFLuc reporter, luminescence, 48 h; response scale: scaled: vehicle 0%, 10 µM genistein 100%. Potency, µM (series often up to 46.1 µM), for the others: top-dose activation, hits mostly activators. 1.1% of 380,000 active; also: potency is read from the fitted curve at half-maximal effect; nearly all actives have a fitted effect of over 80% in size; some results filed as inactive show a strong effect at the top dose
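MCF7 cells carrying a BRCA1-firefly luciferase reporter (2000 cells/well, phenol-red free MEM) were attached for 2 h at 37 °C, then given compounds for 48 h. Luminescence was read 15 min after luciferase reagent; activity normalized to genistein (10 microM) and DMSO.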
Giardia killer = kills Giardia lamblia | Giardia lamblia trophozoite viability | activity change, % at 7.66 µM, hits read low | 0.15% of 340,000 active | AID 540267; in the data active = activity change below about -80%; inconclusive = between about -30% and that limit;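 also: parasites exposed to compound for two days anaerobically before the ATP read; % is scaled to controls: 0 for no effect and ±100 for the full control effect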
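Trophozoites 100 cells/well + cpd; 48 hrs, 37 deg C, anaerobic. ATPLite 1-Step added, 15-30 min RT, luminescence read (ATP-based viability).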
NPC1 promoter act = NPC1 promoter activation. Huh7 NPC1 promoter luciferase reporter, 24 h. Potency, µM (series often up to 9.22 µM), for the others: at the highest dose activation, usual class: activators. 2.4% of 320,000 active;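 also: potency is read from the fitted curve at half-maximal effect; % of control where 0% means no effect; nearly all actives have a fitted effect of over 60% in size; reporter is driven by a mutant NPC1 promoter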
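Cells: Huh7 expressing luciferase under the NPC1 promoter, 1500/well. Seeded 2 h, compound added, incubated 24 h at 37 °C. Luciferase reagent, 10 min ambient, then luminescence.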
ELG1 genotox = induces genotoxicity in HEK293T cells with luciferase-tagged ELG1. AID 504466. HEK293T ELG1-luciferase reporter, luminescence, 16 h. 1.3% of 330,000 active. Potency, µM (series often up to 46 µM), for the others: top-dose activity change, positive = activation, hits mostly activators; also: potency is read from the fitted curve at half-maximal effect; % of control where 0% means no effect; nearly all actives have a fitted effect of over 60% in size
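Luminescence read-out: rising ELG1-luciferase signal, reflecting elevated ELG1 protein under genetic stress, flags genotoxic compounds. Cells were treated for 16 hr at 37 °C before ONE-Glo detection.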
PKM2 activator = increases activity of human pyruvate kinase M2; AID 1631; P14618; Potency, µM (series often up to 57.5 µM), for the others: at the highest dose activation, hits mostly activators; 0.34% of 260,000 active; purified PKM2, Kinase-Glo ATP luminescence, activation; response scale: 0% is enzyme alone, no compound; also: potency is read from the fitted curve at half-maximal effect; % is scaled to controls: 0 for no effect and ±100 for the full control effect; nearly all actives have a fitted effect of over 55% in size
Target sequence (P14618 whole entry, looked up): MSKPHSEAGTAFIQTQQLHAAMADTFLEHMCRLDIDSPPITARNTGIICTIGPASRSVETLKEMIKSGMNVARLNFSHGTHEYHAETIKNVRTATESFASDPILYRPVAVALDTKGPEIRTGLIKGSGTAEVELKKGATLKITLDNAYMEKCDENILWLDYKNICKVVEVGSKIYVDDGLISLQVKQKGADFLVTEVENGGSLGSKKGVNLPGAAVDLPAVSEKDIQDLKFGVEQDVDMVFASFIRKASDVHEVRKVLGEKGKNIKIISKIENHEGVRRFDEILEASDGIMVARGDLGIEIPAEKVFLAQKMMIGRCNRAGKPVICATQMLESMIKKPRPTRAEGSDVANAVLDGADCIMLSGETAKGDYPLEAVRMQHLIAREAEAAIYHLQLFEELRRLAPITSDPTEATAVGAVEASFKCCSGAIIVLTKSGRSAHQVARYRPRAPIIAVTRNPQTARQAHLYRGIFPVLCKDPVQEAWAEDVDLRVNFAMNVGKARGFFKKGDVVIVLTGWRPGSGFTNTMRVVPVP
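Purified hPK-M2 (>95%) run at intermediate activity with 0.1 mM ADP and 0.5 mM PEP in 50 mM imidazole pH 7.2, KCl, MgCl2; 1 h room temperature. ATP formed read by Kinase-Glo luminescence; normalized to uninhibited and no-enzyme controls.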
FLuc modulator = firefly luciferase modulation, counter-screen for miR-21 project; 6.9% of 360,000 active; P08659; AID 588342; Potency, µM (titrated, usually from 57.5 µM), for the others: at the highest dose activity change, negative = inhibition, usual class: inhibitors; purified FLuc, Km substrates, luminescence inhibition;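 also: potency is read from the fitted curve at half-maximal effect; plate controls were vehicle for no effect and reference inhibitor for full effect; nearly all actives have a fitted effect of over 55% in size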
Target sequence (P08659 whole entry, looked up): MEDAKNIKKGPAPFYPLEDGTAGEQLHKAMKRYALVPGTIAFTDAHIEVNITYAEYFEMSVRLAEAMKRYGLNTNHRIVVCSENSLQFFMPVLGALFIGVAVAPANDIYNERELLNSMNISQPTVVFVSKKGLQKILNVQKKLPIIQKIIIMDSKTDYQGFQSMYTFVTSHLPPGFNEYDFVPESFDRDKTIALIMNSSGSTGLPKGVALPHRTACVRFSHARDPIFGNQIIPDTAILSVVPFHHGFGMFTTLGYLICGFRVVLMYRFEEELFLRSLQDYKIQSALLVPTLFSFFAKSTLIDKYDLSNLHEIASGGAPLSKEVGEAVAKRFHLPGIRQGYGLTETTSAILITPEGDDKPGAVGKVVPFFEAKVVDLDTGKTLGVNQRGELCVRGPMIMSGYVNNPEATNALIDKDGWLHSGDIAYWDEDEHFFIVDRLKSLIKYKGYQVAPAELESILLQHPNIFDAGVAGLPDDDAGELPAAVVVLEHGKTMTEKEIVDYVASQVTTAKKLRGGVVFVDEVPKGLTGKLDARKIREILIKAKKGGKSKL
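Biochemical qHTS of compounds, final roughly 60 µM downward over six points, against 10 nM purified firefly luciferase using Km concentrations of substrates (10 uM D-luciferin, 10 uM ATP) in Tris acetate pH 7.5 buffer; luminescence output.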
p53 reactivator = restores transcriptional activity of mutant p53. H1299 p53-A138V BP100-luciferase reporter, luminescence, 24 h. Potency, µM (titrated, usually from 92.2 µM), for the others: at the top dose activity change, positive = activation, usual class: activators. 0.063% of 320,000 active. AID 504706; also: potency is read from the fitted curve at half-maximal effect; % of control where 0% means no effect; nearly all actives have a fitted effect of over 45% in size
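p53-null H1299 cells stably carrying temperature-sensitive p53-A138V and a BP100-luciferase reporter were pinned with compounds (4-point, 1:5 series) and held 24 hrs at 37 deg C. Luminescence was read 10 min after detection reagent.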
Rab9 promoter act = activators of Rab9 promoter; Huh7 Rab9 promoter-luciferase reporter, luminescence, 24 h; Potency, µM (highest dose often 9.22 µM), for inactives: at the highest dose activation, negative = inhibition, hits mostly activators; 2.8% of 320,000 active; AID 485297; also: potency is read from the fitted curve at half-maximal effect; % of control where 0% means no effect; nearly all actives have a fitted effect of over 60% in size
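Luminescence read-out: Huh7 cells stably expressing Rab9-luciferase, treated 24 h with compound at 37 °C, then lysed with luciferase reagent for 10 min at ambient before reading.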
* hit, by the source's call; ? = inconclusive; . = not tested or not shown; [ ] = dose if it differs, or a comment. Unless noted, calls follow the shape of the dose curve; as a rule, active = well fitted curve in the direction sought with a large enough effect; inconclusive = small, poorly fitted or top-dose-only effect, or another doubt; inactive = no such curve, though single readings can be large; an effect the other way counts as inactive or inconclusive.

no.	SMILES	VP16 counter	RORgamma inh	Menin-MLL TR inh	BRCA1 expr up	Giardia killer	NPC1 promoter act	ELG1 genotox	PKM2 activator	FLuc modulator	p53 reactivator	Rab9 promoter act
1	COc1ccccc1CNC(=O)CCC(=O)N1C[C@H]2C[C@@H](C1)c1cccc(=O)n1C2	0.0%	-21.2%	2.0%	4.3%	-1.5	1.9%	-1.5%	7.2%	2.8%	11.6%	-0.5%
2	C=CCn1c(O)c(C=Nc2c(C)n(C)n(-c3ccccc3)c2=O)c(=O)[nH]c1=O	-8.8%	-6.3%	.	-8.7%	-8.4	-42.5%[inhibitor]	0.1%	-14.4%	0.8%	1.6%	-2.2%
3	CCN(c1ccc(C(O)(C(=O)OC)C(F)(F)F)cc1)S(=O)(=O)c1ccccc1 (stereo not drawn)	-1.4%	-16.7%	0.0%	-6.1%	14.8	-1.6%	1.4%	-2.5%	-2.9%	-9.4%	-9.1%
4	CC1=Nc2ccccc2/C1=C/c1c(O)n(C)c(=O)[nH]c1=O	-3.5%	0.1%[1.91 µM]	27.3%	-3.2%	-17.7	-2.9%	7.6%	-13.1%	-0.8%	14.4%	7.8%
5	COc1ccc(/C=N/N=C(/N)N[N+](=O)[O-])c(OC)c1	-9.4%	1.9%	26.2%	38.0%	13.3	8.4%	13.2%	-3.9%	?	?	8.7%
6	CCOc1ccc(N=C2SCCCN2C)cc1	-4.0%	-15.3%	13.9%	-7.3%	3.4	-0.4%	3.5%	2.6%	1.6%	-9.9%	1.3%
7	OC1(c2ccccc2F)CC2CCC(C1)N2CCN1CCOCC1 (stereo not drawn)	-0.4%	-5.1%	-17.9%	-19.0%	-11.5	-3.6%	2.2%	-1.7%	0.6%	-14.5%	0.5%
8	Cc1cccc(-n2c(O)c(C=NCCCN3CCOCC3)c(=O)[nH]c2=O)c1C	9.4%	14.6%	-17.0%	-25.6%	-17.4	-1.6%	-3.3%	-3.6%	0.9%	?	-8.3%
9	CC(C)N1C(=O)CCC1C(=O)N1CCC2(CC1)OCCO2 (stereo not drawn)	1.6%	-14.8%	-9.6%	7.1%	4.9	1.9%	0.4%	-0.8%	1.3%	4.4%	-3.0%
10	O=C(CN1CCN(Cc2ccc(Cl)cc2)C1=O)N1CCC2(CC1)OCCO2	0.1%	9.7%	0.3%	-1.9%	6.7	-2.0%	-0.8%	4.8%	13.2%	2.8%	-3.2%
11	O=C(Cc1ccccc1)N1CCN(C2CCCC2)CC1	-11.3%	-2.3%	-9.6%	-21.3%	-18.6	7.6%	-7.2%	4.6%	-1.0%	-5.2%	5.0%
12	COc1ccc(OC)c(CN2CCCC(C(=O)c3sccc3C)C2)c1 (stereo not drawn)	-2.0%	19.9%	.	-14.3%	7.7	-2.8%	-7.4%	1.3%	0.0%	-3.6%	-8.1%
13	CC1=C2C(=O)C3C(CC=C4CC(O)CCC43C)C2CCC12OC1CC(C)CNC1C2C (stereo not drawn)	2.5%	-12.6%	1.0%	-2.0%	1.1	-2.2%	3.1%	2.4%	6.4%	.	2.5%
14	COc1ccc(C(CC(=O)N2CCC3(CC2)OCCO3)NS(=O)(=O)c2ccc(C)cc2)cc1 (stereo not drawn)	5.3%	30.9%	-25.8%	-0.1%	6.5	-3.4%	-0.3%	-10.5%	2.7%	1.7%	0.0%
15	O=C(CCl)NN=C(c1ccccc1)c1ccccc1	-11.3%	-5.1%	-3.1%	0.5%	36.0[activator]	-6.1%	-11.8%	8.8%	0.7%	0.7%	-48.9%[inhibitor]
16	CC(=O)c1ccc(OC(=O)N(C)c2ccccc2)cc1	-17.0%	?	-15.9%	.	-8.4	?	?	0.1%	-17.7%	2.9%	?
17	CCOC(=O)CNC(=O)CNC(=O)C(Cc1ccc(N(CCCl)CCCl)cc1)NC(C)=O (stereo not drawn)	-6.7%	-2.0%	-15.5%	29.5%	-6.5	-1.9%	14.7%	-3.0%	2.7%	1.1%	-8.5%
18	CCOP(=O)(OCC)C(O)c1ccc(OC)cc1OC (stereo not drawn)	-1.8%	-3.6%	26.8%	-7.8%	-8.5	0.6%	0.7%	3.0%	0.5%	-5.4%	-0.1%
19	CN1CCN(c2cc(N3CCNCC3)ccc2[N+](=O)[O-])CC1	-5.6%	15.0%	-4.9%	-11.4%	7.5	-2.2%	-3.6%	0.3%	5.5%	-7.4%	9.5%
20	O=C1c2cccc3cc([N+](=O)[O-])cc(c23)C(=O)N1c1ccccc1O	5.6%	-4.7%	?	-5.0%	-9.1	-4.0%	0.3%	-4.6%	-7.2%	0.3%	1.4%
21	CC(=NCC1CCCO1)c1c(O)n(-c2ccc(Cl)cc2)c(=O)[nH]c1=O (stereo not drawn)	-1.3%	3.2%	-2.2%	1.4%	5.9	-2.2%	2.4%	-3.8%	-2.6%	-1.5%	-2.5%
22	CN(C)C1(c2nnnn2CCOC(=O)Nc2ccc(Cl)cc2)CCCCC1	15.8%	19.0%	7.3%	-53.7%	-1.6	0.5%	-6.7%	-9.8%	-8.8%	-3.3%	-0.7%
23	O=c1cc(CN2CC=C(c3ccccc3)CC2)c2c(ccc3ccccc32)o1	-6.4%	5.62µM*	-12.9%	-11.8%	-29.4	-5.6%	-0.6%	7.7%	-1.8%	-0.3%	-0.1%
24	CC(C)CCn1c(N2CCN(c3cccc(Cl)c3)CC2)nc2c1c(=O)[nH]c(=O)n2C	3.2%	?	11.2%	-28.2%	5.4	0.5%	-3.3%	13.1%	3.4%	-10.0%	0.3%
25	CCC(C(=O)N1C[C@H]2C[C@@H](C1)c1cccc(=O)n1C2)c1ccccc1 (stereo partly drawn)	4.3%	0.7%	-12.0%	2.1%	-10.8	-0.6%	7.0%	10.1%	1.6%	11.3%	0.9%
26	N#Cc1ccc(NC(=O)CCNC(=O)c2ccco2)cc1Cl	-4.1%	28.3%	-4.7%	77.0%	0.4	4.9%	2.9%	-4.3%	0.8%	0.2%	1.0%
27	Cc1oc(-c2ccccc2)nc1CN1C(=O)C(C)N=C(c2ccccc2F)c2cc(Cl)ccc21 (stereo not drawn)	-10.8%	12.6µM*	-10.4%	-43.9%	1.6	-1.5%	-0.7%	-0.4%	-14.2%	4.7%	-0.9%
28	Cn1c(C(=O)O)c(CC(=O)N2CCN(Cc3ccccc3)CC2)c2ccccc21	0.8%	-12.8%	9.3%	-21.2%	-3.3	-3.7%	1.8%	0.3%	2.4%	-5.0%	-5.7%
29	Cc1ccc(-c2nn(Cc3ccccc3)cc2C=O)cc1C	-8.9%	-12.2%[10 µM]	15.2%	3.2%	14.5	17.2%	1.5%	0.5%	26.9µM*	?	23.3%
30	COc1ccccc1OP(=O)(Nc1cccnc1)Oc1ccccc1OC	-5.4%	?	-4.5%	.	10.1	0.5%	-9.6%	-5.2%	-1.4%	-4.6%	-8.5%
31	CN1CCN(CCC(C#N)(c2ccccc2)c2ccccc2)CC1	5.4%	-8.7%	-12.7%	-11.4%	-2.1	-2.4%	-0.5%	-4.1%	0.7%	-23.5%	?
32	COc1ccc(CCNCc2ccc(SC)cc2)cc1	3.4%	0.7%	-18.0%	5.9%	15.9	-5.8%	0.9%	-4.4%	-0.1%	-3.4%	-4.0%
33	CCN(CC)CC(O)c1ccc(C2CCCC2)cc1 (stereo not drawn)	-5.1%	-17.9%	-1.7%	-10.1%	12.0	-0.5%	-0.8%	-1.8%	3.6%	1.5%	-4.4%
34	Cc1cccc2c1N(N=O)CCC2	-11.9%	18.2%	-13.1%	1.4%	-12.6	-2.6%	-2.6%	1.1%	2.2%	2.7%	-5.8%
35	COC(=O)C1=C(c2c(C)noc2C)C[C@@H]2CC[C@H]1N2C(=O)NCCO	.	.	.	-11.6%	-7.3	-2.3%	1.1%	.	3.5%	1.0%	-6.0%
36	CCCSP1(=S)NCCCO1 (stereo not drawn)	-1.2%	-1.4%[10 µM]	0.4%	-0.8%	-3.3	19.9%	-5.5%	20.8%	-2.0%	-7.9%	1.4%
37	Cc1cc(C)nc(N2Cc3ccccc3C2=N)n1	-5.8%	-24.2%	3.7%	-8.9%	-1.0	-5.1%	2.9%	-29.7%	-3.8%	0.2%	-0.1%

Not all compounds are listed; the hit share may differ from the screen's.
